# Screening results as filed in PubChem.
# IMPase Li cell – IMPase inhibition in cells with lithium potentiation. hit rate 0.35% among 210,000. CHO-M1 cells, IP1 TR-FRET (IP-One), carbachol + lithium. Potency, µM (titrated, usually from 59.4 µM), for inactives: at the highest dose activity, negative = IMPase inhibition, hits mostly inhibitors;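 note: IP1 builds up when IMPase is blocked and the TR-FRET signal falls; potency is the fitted concentration of half-maximal effect; plate controls were basal vehicle for no effect and high inhibitor control for full effect; nearly all actives have a fitted effect of over 50% in size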
#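 Readout is a homogeneous TR-FRET IP1 immunoassay (Ex 320, Em 665 and 620), where raised cytosolic IP1 lowers signal. Cells were CHO-M1 treated 30 min at 37C with test compounds plus a little lithium; AC50 values came from Hill-equation fitting.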
# Luc counter – blocks Kinase-Glo luciferase, a counter-screen artifact | AID 1379 | Potency, µM (series often up to 38.3 µM), for the others: top-dose activity change, negative = inhibition, hits mostly inhibitors | hit rate 0.28% among 200,000 | Kinase-Glo luciferase, ATP luminescence, 8 min; note: potency is the fitted concentration of half-maximal effect; % is set by controls: 0 for no effect and ±100 for the full control effect; nearly all actives have a fitted effect of over 60% in size
#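 Inhibition of Kinase-Glo luciferase light generation was assessed at 10 uM ATP in pH 7.2 imidazole buffer, with luminescence measured after eight minutes at ambient temperature.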
# LMNA splice mod – changes lamin A minigene splicing in HeLa cells. hit rate 0.01% among 200,000. Potency, µM (top dose mostly 46.1 µM), without a hit: at the highest dose ratio change, negative = inhibition, actives largely listed as inhibitors. HeLa LMNA splicing GFP/RFP minigene ratio, 48 h; active = well fitted inhibition curve with a large enough effect in the signal ratio, with a control signal flat, not every such curve was filed as active; inconclusive = small, poorly fitted or top-dose-only effect, or effect the other way, or a change in a side signal; the % refers to the signal ratio; note: potency is the fitted concentration of half-maximal effect; % is set by controls: 0 for no effect and ±100 for the full control effect
#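 S3 HeLa cells stably expressing lamin A-EGFP splicing minigene plus DsRed2, 600 cells/well, 48 h compound exposure at 37C. Laser-scanning cytometry; analysed as GFP (500-530 nm)/RFP (575-640 nm) total intensity ratio; 0.5% DMSO vehicle.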
# Epigenetic derep – epigenetic control regulation, reporter derepression. AID 1865. murine LDR cells, GFP reporter derepression, 30 h. Potency, µM (doses to about 53.9 µM), without a hit: at the top dose GFP activation, hits mostly activators. hit rate 0.2% among 280,000; note: potency is the fitted concentration of half-maximal effect; % of control where 0% means no effect; nearly all actives have a fitted effect of over 60% in size
#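 Murine LDR cells bearing a silenced CMV-driven GFP reporter were exposed to compound for 30 h at 37 C. After PBS washes, GFP-positive cells (20-120 um objects) counted by laser-scanning microplate cytometry.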
# CBFb RUNX1 block – CBF-beta/RUNX1 interaction disruption. Q01196+Q13951. AlphaScreen CBFb-His/RUNX1-biotin binding, biochemical. Potency, µM (highest dose often 59.8 µM), for inactives: top-dose activity, negative = inhibition, actives largely listed as inhibitors. 230,000 tested, under 10 active. AID 1477; note: % of control where 0% means no effect
# Target sequence (Q01196 whole entry, looked up): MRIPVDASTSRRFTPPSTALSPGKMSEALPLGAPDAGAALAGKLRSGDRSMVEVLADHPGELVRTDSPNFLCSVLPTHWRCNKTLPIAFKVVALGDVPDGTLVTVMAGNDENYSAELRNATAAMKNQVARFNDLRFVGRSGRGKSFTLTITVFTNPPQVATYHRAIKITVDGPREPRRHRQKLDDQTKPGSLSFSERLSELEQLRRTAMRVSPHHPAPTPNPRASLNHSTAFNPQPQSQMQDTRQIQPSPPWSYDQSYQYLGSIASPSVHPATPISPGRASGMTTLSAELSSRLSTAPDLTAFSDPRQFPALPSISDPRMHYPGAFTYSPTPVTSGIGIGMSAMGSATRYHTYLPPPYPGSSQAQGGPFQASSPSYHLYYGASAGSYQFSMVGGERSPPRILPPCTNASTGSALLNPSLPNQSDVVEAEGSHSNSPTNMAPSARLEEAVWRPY
# Target sequence (Q13951 whole entry, looked up): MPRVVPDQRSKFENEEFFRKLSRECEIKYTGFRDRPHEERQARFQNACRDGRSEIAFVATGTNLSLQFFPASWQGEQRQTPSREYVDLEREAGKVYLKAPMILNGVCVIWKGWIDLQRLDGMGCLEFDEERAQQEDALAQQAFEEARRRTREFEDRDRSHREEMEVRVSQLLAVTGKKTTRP
#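 Inhibition was taken as any reduction in AlphaScreen signal from the CBF-beta–RUNX1 pair (His and biotin tags, 30 nM each), measured after compound (15 min) and bead (90 min) incubations at room temperature.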
# HTT aggregate – inhibitors of mutant huntingtin aggregate formation in PC12 cells. PC12 HttQ103-GFP aggregates, Acumen cytometry, 40 h. Potency, µM (titrated, usually from 46.1 µM), inactives show at the highest dose activity change, negative = inhibition, actives largely listed as inhibitors. hit rate 1.1% among 220,000. AID 1688; note: potency is the fitted concentration of half-maximal effect; % is set by controls: 0 for no effect and ±100 for the full control effect; nearly all actives have a fitted effect of over 60% in size
#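 Read-out: GFP aggregate count by laser scanning cytometer (488 nm excitation, 500-530 nm emission, 1–25 µm objects >6 SD above background). Cells: PC12, inducible HTTex1-Q103-GFP, 100 nM tebufenozide; compounds titrated.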
# NPSR antagonist – blocks cAMP signaling of the human neuropeptide S receptor. Q6W5P4. CHO-NPSR cells, cAMP TR-FRET, antagonist mode. Potency, µM (series often up to 38.3 µM), inactives show top-dose activity change, negative = inhibition, usual class: inhibitors. hit rate 1% among 220,000. AID 1461; note: potency is the fitted concentration of half-maximal effect; % is set by controls: 0 for no effect and ±100 for the full control effect; nearly all actives have a fitted effect of over 50% in size; many of its hits are not listed in these tables
# Target sequence (Q6W5P4 whole entry, looked up): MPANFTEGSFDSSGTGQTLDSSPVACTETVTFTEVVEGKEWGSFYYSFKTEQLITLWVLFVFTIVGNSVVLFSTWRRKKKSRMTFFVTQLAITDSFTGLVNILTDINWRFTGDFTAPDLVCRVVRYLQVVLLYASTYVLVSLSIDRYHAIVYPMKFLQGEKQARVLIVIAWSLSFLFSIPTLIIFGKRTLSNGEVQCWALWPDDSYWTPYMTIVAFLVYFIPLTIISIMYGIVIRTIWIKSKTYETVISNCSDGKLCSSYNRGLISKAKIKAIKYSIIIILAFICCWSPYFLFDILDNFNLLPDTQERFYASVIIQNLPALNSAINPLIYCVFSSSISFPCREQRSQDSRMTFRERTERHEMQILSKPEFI
# Numbers without * were called inactive; ? = inconclusive; · = no result given; & = joins results of further samples; [ ] = remark or other dose. Unless noted, calls come from the whole dose curve; as a rule, active = well fitted curve in the direction sought with a large enough effect; inconclusive = small, poorly fitted or top-dose-only effect, or another doubt; inactive = no such curve, though single readings can be large; an effect the other way counts as inactive or inconclusive. Only part of the results is shown; count on the stated rates, not on these rows.
molecule	LMNA splice mod	IMPase Li cell	CBFb RUNX1 block	Epigenetic derep	NPSR antagonist	Luc counter	HTT aggregate
O=C(NC1CCN(Cc2nnnn2CCc2ccccc2)CC1)c1ccccc1F	-2%	10%	-6%	3.6%	-4%[46.1 µM]	-1%	15%
O=C1c2cc(S(=O)(=O)NCCCO)ccc2-c2ccc(S(=O)(=O)NCCCO)cc21	-9%	30%[38.3 µM]	-2%	-2.0%	-2%[46.1 µM]	-2%	3%
CC(=O)Nc1ccc(SCC(=O)N(CCC#N)c2cc(C)cc(C)c2)cc1	8%	36%[activator][38.3 µM]	8%	-0.1%	-9%[46.1 µM]	1%	-8%
Cc1cccc(/N=C/c2c(C)[nH]n(-c3ccccc3)c2=O)n1	·	·	2%	0.0%	-8%	·	12%[9.22 µM]
CC(C)S(=O)(=O)C/C(N)=N/OS(=O)(=O)c1ccc(Cl)cc1	·	·	9%	1.1%	-25%	·	-3%[9.22 µM]
Cc1ccc(N2NC(=O)/C(=C/c3ccc(-c4ccc(Cl)c(C(=O)O)c4)o3)C2=O)cc1	·	9%	3%	-0.8%	-5%	-2%	21%
COc1cccc(C(=O)C2CCCN(C/C=C/c3ccccc3OC)C2)c1 (configuration not stated)	?	26%	-2%	1.1%	45%	-3%	9%[9.22 µM]
CCOc1ccc(C(=O)N[C@H](C(=O)O)C(C)C)cc1	7%	-12%[38.3 µM]	-1%	-7.7%	?	2%	-6%[9.22 µM]
CCOC(=O)N1CCN(C(=O)COc2cccc3c2CCN(Cc2ccccc2C)C3=O)CC1	?	15%	-10%	0.0%	-16%	0%	-20%
O=C1CCC[C@@H]2CC(N3CCCCC3)C[C@@H]3CCN1[C@H]23 (some centres not stated)	·	16%	-12%[89.1 µM]	0.7%[96.6 µM]	·	3%[39.9 µM]	·
CCCOC1CCCN(C(=O)CCc2nnc(CCCCc3ccccc3)o2)C1 (configuration not stated)	?	4%	2%	2.5%	22%	5%	8%[9.22 µM]
COc1cc(/C=C(\C#N)c2ccccn2)ccc1OCC(=O)Nc1ccc(Br)cc1	?	?	-2%	-1.9%	1%	6%	?
CC(C)Cn1cc(C(=O)NCc2cccs2)c2c3ccccc3n(C)c2c1=O	0%	·	-1%	-1.0%	-12%[46.1 µM]	·	-18%
CN(CC(=O)Nc1ccc(F)c(F)c1F)c1cnccn1	?	-21%[38.3 µM]	1%	12%	-8%[46.1 µM]	9%	?
CCN(CC)S(=O)(=O)c1ccc(C(=O)N2CCc3ccccc32)cc1	·	14%	?	-3.8%	-12%	0%	31%
COc1ccc(C2Nc3ccccc3C(=O)N2c2ccc(C)cc2)cc1Cn1nnc2ccccc21 (configuration not stated)	-2%	·	1%	-1.0%	?	·	-3%
CC(C)(C)c1ccc(CN2N=C(/C=C/c3ccccc3)CCC2=O)cc1	1%[46 µM]	?	-8%	-3.1%	-44%	-1%	?
COC(=O)c1cc2n3ccccc3c(C)c(-c3ccccc3)c-2c1C(=O)OC	0%	-22%[38.3 µM]	-20%	-1.0%	-4%[46.1 µM]	-4%	14%
CC(=O)N1CCc2cc(Br)cc(S(=O)(=O)CCC(=O)Nc3c(C)n(C)n(-c4ccccc4)c3=O)c21	·	-2%	-3%	3.5%	40%	3%	-10%
COC(=O)[C@H](Cc1ccccc1)NC(=O)N1CCN(Cc2ccccc2)CC1	-3%	-11%[38.3 µM]	2%	-1.1%	-3%[46.1 µM]	1%	-12%
CCOC(=O)C1=C(O)C(=O)N(c2ccc(S(N)(=O)=O)cc2)C1c1ccccc1 (configuration not stated)	4%	-11%[38.3 µM]	11%	-2.1%	-2%[46.1 µM]	5%	5%
CCN(C(=O)CSc1cc(C)c2cccc(C)c2n1)C1CCS(=O)(=O)C1 (configuration not stated)	-4%[46 µM]	2%	-1%	-1.4%	-3%	4%	12%
CC(=O)c1ccc(Oc2cc(-c3ccccc3)nc(-c3ccccc3)n2)cc1	-9%	2%	-1%	0.0%	-12%	-1%	-10%
CN1CCN(C(=O)C2CC(c3c(F)cccc3Cl)=NO2)CC1 (configuration not stated)	-6%	17%[38.3 µM]	9%	-11%	1%[46.1 µM]	0%	-11%
CC1CCc2c(nc3sc4c(c3c2N)CCCC4)C1 (configuration not stated)	?	?	-1%	11%	-33%	-14%	-6%
CC(=O)Nc1ccc(S(=O)(=O)NCC2CCC(C(=O)NCCC3=CCCCC3)CC2)cc1 (configuration not stated)	1%	-1%[38.3 µM]	-1%	-1.3%	-7%[46.1 µM]	-1%	-10%
C/C(=N\NC(=O)c1cc(-c2cccc([N+](=O)[O-])c2)n[nH]1)c1ccc(F)cc1	·	·	-12%	-1.0%	-29%	·	-6%[9.22 µM]
COc1cc(CN2CCN(c3cccc(C)c3C)CC2)cc(Br)c1O	?	-9%[38.3 µM]	0%	1.6%	-17%[46.1 µM]	-5%	3%
COC(=O)CNC(=O)Cn1nc(C)c([N+](=O)[O-])c1C	-1%[46 µM]	-7%	6%	-2.2%	8%	-1%	-20%
NSc1nc(N)c2nc(-c3ccccc3)c(-c3ccccc3)nc2n1	·	6%	-6%	-1.2%	-30%	0%	21%
COc1cc(C(C)=O)ccc1Oc1ncnc2c1cnn2-c1ccc(C)c(C)c1	?	3%	-2%	4.6%	-19%[46.1 µM]	1%	1%
Cn1c(N)c(S(=O)(=O)N2CCN(C(=O)c3ccco3)CC2)c(=O)n(C)c1=O	·	-6%	6%	-0.1%	8%	-2%	-3%
Cc1ccc(-c2cc(C(=O)Nc3cc(C)ccc3C)[nH]n2)c(O)c1	5%	1%	5%	-1.0%	-3%	-1%	0%
COc1ccc(OCC(=O)Nc2cc(-c3nn(C)c(=O)c4ccccc34)ccc2N2CCOCC2)cc1	·	·	12%	0.0%	-27%	·	42%[9.22 µM]
COc1ccc(N(CC(=O)N2c3ccccc3CC2C)S(=O)(=O)c2c(C)noc2C)cc1 (configuration not stated)	?	37%[activator][38.3 µM]	9%	-1.0%	-24%[46.1 µM]	0%	2%
Cc1ccccc1S(=O)(=O)Nc1nc2ccccc2nc1Cl	?	3.5µM*	3%	-2.3%	-49%	4%	-4%
O=C(O)CCC(=O)N1CCc2cc(S(=O)(=O)N(CCc3ccccc3)Cc3ccccc3)ccc21	0%	30%[38.3 µM]	-5%	1.4%	-27%[46.1 µM]	2%	31%
CCCOc1ccc(C2C(=O)N(C3CCCCC3)CC(=O)N2CCCOCC)cc1OC (configuration not stated)	9%	·	5%	2.8%	-16%[46.1 µM]	·	-3%
CCOC(=O)CSc1nnc(CCCCCN2C(=O)c3cccc4cccc(c34)C2=O)o1	2%	5%	4%	1.0%	9%	0%	4%
CC(=O)NC(=S)Nc1ccccc1C(=O)Nc1ccccc1	-10%	2%	0%	-0.9%	10%	-2%	4%
O=C(CNC(=S)N(Cc1ccccc1)Cc1cccnc1)NCCc1ccccc1	-3%	4%	-8%	-1.0%	4%	8%	12%
COc1ccc(OC)c(Nc2nc(N)nc(-c3cc4ccccc4o3)n2)c1	15%	34%[38.3 µM]	1%	0.2%	-7%[46.1 µM]	2%	5%
CCc1ccc(OCC(=O)N2c3ccccc3CCc3ccccc32)cc1	?	15%	-3%	0.0%	?	5%	-5%
O=C(O)CSCC(=O)NCc1ccccc1	4%	0%[38.3 µM]	2%	0.3%	8%[46.1 µM]	1%	-5%
COc1ccc(C(=O)NC(=S)NCCc2ccccc2)cc1	-7%[46 µM]	15%	-9%	1.1%	-26%	1%	-12%
Nc1nnn(CC(=O)N/N=C/c2ccncc2)n1	·	·	6%	2.8%	15%	·	-4%[9.22 µM]
O=[N+]([O-])c1ccc(N2CCCCC2)cc1N1CCOCC1	12%	-5%[38.3 µM]	-14%	-1.2%	?	6%	4%
CCOC(=O)Cc1cc(=O)n2[nH]c(C)c(-c3ccc(OC)cc3)c2n1	4%	27%[38.3 µM]	-13%	0.0%	-19%[46.1 µM]	3%	-11%

# Shown as a hit in IMPase Li cell, of those listed so far:
SMILES | LMNA splice mod | IMPase Li cell | CBFb RUNX1 block | Epigenetic derep | NPSR antagonist | HTT aggregate
Cc1ccccc1S(=O)(=O)Nc1nc2ccccc2nc1Cl | ? | 3.5µM* | 3% | -2.3% | -49% | -4%

# Going on with the list:
molecule	LMNA splice mod	IMPase Li cell	CBFb RUNX1 block	Epigenetic derep	NPSR antagonist	Luc counter	HTT aggregate
Cn1nc(C(=O)Nc2ccc(S(=O)(=O)N3CCCCC3)cc2)c2ccccc2c1=O	?	2%	-7%	-0.5%	-25%	-2%	-1%
Cn1ncc(Br)c1C(=O)NC1C2CC3CC(C2)CC1C3 (configuration not stated)	?	2%	4%	1.0%	-12%	-6%	-24%
CCCCOCCCNC(=O)N[C@H](C(=O)OC)C(C)C	7%	20%[38.3 µM]	0%	-1.1%	6%[46.1 µM]	-7%	19%
O=C1C2C3C=CC(C2C(=O)N1c1nccs1)C1C(=O)N(c2nccs2)C(=O)C31 (configuration not stated)	·	2%	-3%	-4.4%	3%	2%	-2%
CN(C)c1ccc(C(=O)N2CCCC2)cc1	-8%[46 µM]	-5%	0%	-0.4%	11%	-5%	26%
CC(C)C(C)NC(=O)COc1ccc(S(=O)(=O)N2CCOCC2)cc1Cl (configuration not stated)	?	-3%	-3%	1.3%	3%	2%	-7%
COc1ccc(C2C3=C(OC(C)=O)c4ccccc4C3=Nc3c2c(=O)n(C)c(=O)n3C)cc1 (configuration not stated)	?	37%[activator][38.3 µM]	7%&7%	0.0%&-2.5%	-10%[46.1 µM]	0%	1%
COc1ccc(CCn2c(NCc3ccco3)nc3c2c(=O)[nH]c(=O)n3C)cc1	-2%	4%[38.3 µM]	7%	8.4%	2%[46.1 µM]	-3%	12%
CCCCSc1nnc(-c2cc(Br)ccc2N)c(=O)[nH]1	-8%	6%	5%	-5.9%	-8%[46.1 µM]	2%	-21%
COc1ccc(C2C3=C(CCCC3=O)Nc3n[nH]c(C)c32)cc1OC (configuration not stated)	·	·	7%	-1.9%	1%	·	-15%[9.22 µM]

# An excerpt from above in order of SMILES length, lowest first:
molecule	LMNA splice mod	IMPase Li cell	CBFb RUNX1 block	Epigenetic derep	NPSR antagonist	Luc counter	HTT aggregate
CN(CC(=O)Nc1ccc(F)c(F)c1F)c1cnccn1	?	-21%[38.3 µM]	1%	12%	-8%[46.1 µM]	9%	?
CCCOC1CCCN(C(=O)CCc2nnc(CCCCc3ccccc3)o2)C1 (configuration not stated)	?	4%	2%	2.5%	22%	5%	8%[9.22 µM]
O=C(NC1CCN(Cc2nnnn2CCc2ccccc2)CC1)c1ccccc1F	-2%	10%	-6%	3.6%	-4%[46.1 µM]	-1%	15%
